Source: PubChem BioAssay
Rin1 Abl inh: blocks binding of human Rin1 to Abl | TR-FRET Rin1/Abl binding, biochemical | inhibition, % at 7.35 µM | 0.4% of 360,000 active; in the data active = inhibition above about 5%, passing the limit was not always enough
MLLE-PAM2 inh: blocks PAM2 peptide binding to the PABP1 MLLE domain; 0.36% of 360,000 active; inhibition, % at 20 µM; P11940; GST-MLLE / FITC-PAM2 fluorescence polarization; in the data active = inhibition above about 35%, passing the limit was not always enough;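 also: plate controls were DMSO wells with GST-MLLE for no effect and wells lacking GST-MLLE protein for full effect; some results filed as inactive read as strong as hits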
E coli Lon inh: inhibitors of E. coli Lon protease | P0A9M0 | purified E. coli Lon protease, fluorescence polarization | inhibition, % at 7.94 µM | 0.42% of 360,000 active | AID 602123; in the data active = inhibition above about 13%, passing the limit was not always enough;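 also: 0% = enzyme with probe and DMSO and 100% = no enzyme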
Target sequence (P0A9M0 whole entry, looked up): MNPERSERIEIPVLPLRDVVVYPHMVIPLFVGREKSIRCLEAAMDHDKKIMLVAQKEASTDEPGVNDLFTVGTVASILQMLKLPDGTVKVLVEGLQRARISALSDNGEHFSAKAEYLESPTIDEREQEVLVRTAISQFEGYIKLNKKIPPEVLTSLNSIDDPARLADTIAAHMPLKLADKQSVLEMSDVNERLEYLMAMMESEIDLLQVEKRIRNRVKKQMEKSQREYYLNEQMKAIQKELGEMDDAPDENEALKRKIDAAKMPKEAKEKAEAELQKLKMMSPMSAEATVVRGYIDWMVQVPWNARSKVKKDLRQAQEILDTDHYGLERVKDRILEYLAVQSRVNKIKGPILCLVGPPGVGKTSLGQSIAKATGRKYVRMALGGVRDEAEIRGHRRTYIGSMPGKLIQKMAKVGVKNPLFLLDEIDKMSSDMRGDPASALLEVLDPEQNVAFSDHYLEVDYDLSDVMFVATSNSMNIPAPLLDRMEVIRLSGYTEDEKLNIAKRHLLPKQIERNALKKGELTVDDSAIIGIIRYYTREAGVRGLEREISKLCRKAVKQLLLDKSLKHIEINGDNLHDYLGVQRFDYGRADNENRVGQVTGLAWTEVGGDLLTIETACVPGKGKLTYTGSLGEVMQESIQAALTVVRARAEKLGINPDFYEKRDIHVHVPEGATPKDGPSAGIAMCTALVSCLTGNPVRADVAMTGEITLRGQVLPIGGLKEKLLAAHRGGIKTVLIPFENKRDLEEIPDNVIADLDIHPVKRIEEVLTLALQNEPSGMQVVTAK
NRP1-CendR mod: alters CendR peptide binding to human NRP-1 | FAM-RPARPAR peptide binding to NRP-1, fluorescence polarization | inhibition, % at 25 µM | 0.85% of 360,000 active;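 active = inhibition or corrected inhibition above about 18%, plus a signal ratio from 0.5 to 1.5, limit read from the data, passing the limit was not always enough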; also: strong numbers were not always called active
MT1-MMP act inh: MT1-MMP (human) activation inhibition; P50281; HT1080 RFP-PRO-GFP cells, GFP/RFP ratio fluorescence, overnight; percent of plate control window, DMSO zero; GFP/RFP ratio change, % at 20 µM; 0.061% of 360,000 active; AID 651647;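 active = GFP/RFP ratio change of at least 30% with cell ATP level not reduced by more than half and red fluorescence within 50% of control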; also: strong numbers were not always called active
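Compound: 20 µM single dose, 1% DMSO / System: HT1080 RFP-PRO-GFP cells / Controls: DMSO and RFP-L50D-GFP cell wells / Read-out basis: GFP/RFP fluorescence ratio / Schedule: overnight compound exposure at 37 °C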
SKN-1 inh: inhibitors of C. elegans SKN-1; 0.49% of 360,000 active; inhibition, % at 21.8 µM; C. elegans VP596 Pgst-4::GFP/RFP ratio, acrylamide-induced, 24 h; AID 624304;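 active = interference check ratio from 0.5 to 1.5 plus GFP to RFP signal ratio inhibition reaching or exceeding a fixed threshold, cut at about 30% in these data, passing the limit was not always enough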; also: some compounds called inactive have numbers as strong as hits
FAS TE block: blocks the thioesterase domain of human fatty acid synthase | AID 602261 | recombinant FAS-TE, OMFH fluorogenic substrate, fluorescence endpoint | 0.67% of 360,000 active | inhibition, % at 15 µM;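 active = compounds whose normalised, plate-corrected inhibition of enzyme fluorescence in the single-dose primary screen is 50% or more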;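 also: 0% = DMSO with enzyme and 100% = substrate without enzyme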
Neddylation inh: cullin neddylation inhibition | P61081+Q13564 | TR-FRET cullin neddylation, biochemical | calls only at 25 µM | 0.58% of 360,000 active | AID 651699; in the data active = inhibition above about 36%
bovine MsrA act: activates bovine MsrA enzyme; activation, % at 10.6 µM; 0.3% of 360,000 active; purified bovine MsrA, absorbance read-out; in the data active = activation above about 7.5%;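 also: 0% = vehicle and 100% = reference activator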
Numbers without * were called inactive; i = inactive; . = no result given; + = active, no number.

SMILES	Rin1 Abl inh	MLLE-PAM2 inh	E coli Lon inh	NRP1-CendR mod	MT1-MMP act inh	SKN-1 inh	FAS TE block	Neddylation inh	bovine MsrA act
CSc1ccc(CNc2ncc(-c3cccc([N+](=O)[O-])c3)n2C)cc1	-2	18	-6	17	4	13	26	i	-1
COc1ccc(S(=O)(=O)NCCSC(C)(C)C)c(Cl)c1Cl	1	3	5	3	20	13	20	i	2
C=CCc1ccc(OCC(O)CN2CCN(c3ccccc3)CC2)c(OC)c1 (configuration not stated)	0	-6	-7	0	1	-4	-2	i	-3
COc1cccc(/C=C2/NC(=O)N(CC(=O)Nc3ccc(C)cc3)C2=O)c1OCc1cccc(C(=O)O)c1	1	-21	3	-14	-4	7	-2	+	-4
COc1c2c(cc3oc(CO[C@@H]4O[C@H](CO)[C@@H](O)[C@H](O)[C@H]4O)cc(=O)c13)O[C@H](C(C)(C)O)C2	3	-21	-4	13	1	1	-11	+	-9
Cc1cccc(N2CCN(C(=O)CCC(=O)N3CCOc4ccc(Cl)cc43)CC2C)c1 (configuration not stated)	-1	4	-7	-6	-1	3	28	i	-2
O=C(CCN1CCOCC1)Nc1ccc(F)cc1	0	5	6	-2	2	17	-7	i	-7
CC(=O)c1ccc(NC(=O)CSc2nc(Nc3ccccc3)nc(N3CCOCC3)n2)cc1	1	-4	-2	15	1	8	17	i	-4
CC(C)c1ccc(/C=C/c2[nH]c(=O)[nH]c(=O)c2[N+](=O)[O-])cc1	1	0	-1	-40	-3	15	2	i	-5
CCOC(=O)c1cc2c(s1)-c1ccccc1CC2	-1	8	2	3	-2	12	14	.	-5

Copied from the list:
MLLE-PAM2 inh result of CC(=O)c1ccc(NC(=O)CSc2nc(Nc3ccccc3)nc(N3CCOCC3)n2)cc1 is entered as -4
bovine MsrA act result of O=C(CCN1CCOCC1)Nc1ccc(F)cc1 is entered as -7
E coli Lon inh result of COc1ccc(S(=O)(=O)NCCSC(C)(C)C)c(Cl)c1Cl is entered as 5
NRP1-CendR mod result of COc1c2c(cc3oc(CO[C@@H]4O[C@H](CO)[C@@H](O)[C@H](O)[C@H]4O)cc(=O)c13)O[C@H](C(C)(C)O)C2 is entered as 13

3 entries already listed, ordered by their value in E coli Lon inh, rising:
molecule	E coli Lon inh
COc1c2c(cc3oc(CO[C@@H]4O[C@H](CO)[C@@H](O)[C@H](O)[C@H]4O)cc(=O)c13)O[C@H](C(C)(C)O)C2	-4
CCOC(=O)c1cc2c(s1)-c1ccccc1CC2	2
O=C(CCN1CCOCC1)Nc1ccc(F)cc1	6

More records
SMILES	Rin1 Abl inh	MLLE-PAM2 inh	E coli Lon inh	NRP1-CendR mod	MT1-MMP act inh	SKN-1 inh	FAS TE block	Neddylation inh	bovine MsrA act
CCC(=O)Nc1nc2nc(-c3ccccc3)cc(=O)n2[nH]1	-2	-8	0	14	-2	-3	-1	i	4
Cc1nn(Cc2ccccc2)c(C)c1NC(=O)Cn1nc([N+](=O)[O-])c(Cl)c1C	6	3	-10	-1	3	6	20	i	-2
O=C(NCc1ccccc1Cl)c1ccc2ccccc2n1	1	6	3	3	2	3	9	i	-13
CCCc1nnc(SCC(=O)Nc2cc(C)on2)n1CCOC	3	1	10	10	3	3	-5	i	-5
COc1ccccc1/C=N/NC(=O)c1ccccc1Cl	-4	-9	8	-4	0	-1	-11	i	-2
CSc1ccccc1OCc1cc(C(=O)N2CCCC2c2nonc2C)no1 (configuration not stated)	-2	1	2	8	0	18	18	i	-1
CCc1ccc(C(=O)COC(=O)CNC(=O)COc2ccccc2)cc1	1	-6	1	6	1	-4	-3	i	-3
O=S(=O)(Nc1cccc(-n2cnnn2)c1)c1ccc(Cl)nc1	4	9	8	4	1	5	-4	i	-6
COc1ccccc1CN1CCCC(CN(CCN(C)C)C(=O)C2CCCC2)C1 (configuration not stated)	0	1	7	-6	6	-19	-11	i	-10
CCCCNC(=S)N(CCN(CC)CC)Cc1cc2cc3c(cc2[nH]c1=O)OCO3	1	-119	-7	-14	-4	24	-1	.	-11
COc1ccc(C(=O)Nc2cccc(C(=O)N3CCCCC3)c2)cc1	2	-1	-13	2	-1	14	-4	i	0
CSc1sc(C)cc1C1C(C#N)=C(N)N(c2cccnc2)C2=C1C(=O)CCC2 (configuration not stated)	1	30	6	1	-5	-3	-8	i	-8
CCc1ccc(C(O)c2ncc(-c3cccc(C)c3)[nH]2)cc1 (configuration not stated)	0	-3	2	-8	6	-13	1	i	-1
C=CCNc1ncnc2sc(SC)nc12	-8	11	-5	0	-3	50*	-2	i	0
C/C(=N\NC(=O)c1ccc(NS(=O)(=O)c2cccs2)cc1)c1ccncc1	1	-8	12	-6	-1	5	-5	i	-3
O=C(NN=C(c1ccccc1)c1ccccc1)C(CCl)C1CCCCC1 (configuration not stated)	-3	-7	-6	0	-1	4	-4	i	-2
CCOC(=O)N1CCN(C(=O)C[C@@H]2C[C@@]3(C(=O)OC)CCCCC=C3N(CCC3=CCCCC3)C2=O)CC1	.	.	4	1	2	1	5	i	0
COc1ccc(NC(=O)CN2CCN(CC(=O)Nc3ccc(OC)cc3)CC2)cc1	-2	6	3	8	-2	-3	-4	i	0
CCOC(=O)N1CCN(Cc2cc(=O)oc3ccc(Cl)cc23)CC1	0	5	-4	-4	3	-9	6	i	-5
CCN(Cc1ccccc1)C(=O)CN1C(=O)COc2ccc(S(=O)(=O)NC3CCCC3)cc21	-2	-4	3	0	-1	16	4	i	1
Cc1c(C#N)c(N=CN(C)C)c(C(=O)c2ccccc2)n1-c1ccccc1	0	4	-2	-5	3	1	-1	i	-5
COc1c(OC(C)=O)ccc(/C=C/c2ccc3ccccc3n2)c1[N+](=O)[O-]	-1	-6	8	-2	3	23	59*	i	-3
Cc1nn(S(=O)(=O)c2ccccc2)c(C)c1S(=O)(=O)N1CCC(C)CC1	-3	5	-4	6	1	21	-5	i	-1
CCN(CC(=O)NCc1cccs1)C(=O)CCc1c[nH]c2ccccc12	-1	-9	-3	7	-3	5	0	i	-3
O=C(Nc1ccc(NC(=O)c2ccccc2Cl)nc1)c1ccncc1	-1	2	0	10	2	9	-11	i	-5
CC(NC(=O)Nc1ccc(Br)cc1)C(C)(C)C (configuration not stated)	3	6	-4	-9	-2	15	3	i	-5
O=C(CN(c1ccccn1)S(=O)(=O)c1ccc(F)cc1)Nc1ccc(F)cc1F	3	9	4	-9	1	-3	-4	.	0
CCOC(=O)C1(C)C=C(Nc2ccc(OCC)cc2)C(=O)N1c1ccccc1 (configuration not stated)	-3	13	-4	1	-2	11	19	i	-3
COc1ccc(-c2nsc(SCC(=O)Nc3cc(C)on3)n2)cc1	-12	16	-1	10	6	2	0	i	0
CCOC(=O)N1CCN(c2ccc(S(=O)(=O)N3CCC(C)CC3)cc2[N+](=O)[O-])CC1	2	-8	4	6	2	-4	19	i	-9

Single records, as listed above.
Cc1nn(S(=O)(=O)c2ccccc2)c(C)c1S(=O)(=O)N1CCC(C)CC1 reads Rin1 Abl inh: -3; MLLE-PAM2 inh: 5; E coli Lon inh: -4; NRP1-CendR mod: 6; MT1-MMP act inh: 1; SKN-1 inh: 21; FAS TE block: -5; Neddylation inh: i; bovine MsrA act: -1
CCN(CC(=O)NCc1cccs1)C(=O)CCc1c[nH]c2ccccc12 reads Rin1 Abl inh: -1; MLLE-PAM2 inh: -9; E coli Lon inh: -3; NRP1-CendR mod: 7; MT1-MMP act inh: -3; SKN-1 inh: 5; FAS TE block: 0; Neddylation inh: i; bovine MsrA act: -3

Taken from the results shown, two compounds:
SMILES	Rin1 Abl inh	MLLE-PAM2 inh	E coli Lon inh	NRP1-CendR mod	MT1-MMP act inh	SKN-1 inh	FAS TE block	Neddylation inh	bovine MsrA act
Cc1c(C#N)c(N=CN(C)C)c(C(=O)c2ccccc2)n1-c1ccccc1	0	4	-2	-5	3	1	-1	i	-5
COc1c(OC(C)=O)ccc(/C=C/c2ccc3ccccc3n2)c1[N+](=O)[O-]	-1	-6	8	-2	3	23	59*	i	-3

New compounds follow
SMILES	Rin1 Abl inh	MLLE-PAM2 inh	E coli Lon inh	NRP1-CendR mod	MT1-MMP act inh	SKN-1 inh	FAS TE block	Neddylation inh	bovine MsrA act
Cc1cc(C)c(S(N)(=O)=O)c(C)c1N(C)S(=O)(=O)c1ccc(Cl)cc1	0	-2	4	2	0	18	6	i	-2
C/C(=N\NC(=O)OC(C)(C)C)c1ccccc1Br	-2	-7	6	0	-3	0	-4	i	0
CCOC(=O)c1c(S(=O)(=O)N(C)C2CCCCC2)c(C)n(C)c1C	2	-5	-9	-32	0	15	0	i	-2
CCn1c(=O)cc(OCC(=O)NCc2cccs2)c2ccccc21	-2	13	-6	-9	5	0	-5	i	-4
O=c1c2ccccc2cnn1Cc1n[nH]c(=S)n1-c1ccc(F)cc1	0	-3	4	-4	2	-8	-11	i	-2
COc1ccc(C(C(=O)NC(C)(C)C)N(C(=O)Cn2nnc3ccccc32)c2cccc(C(C)=O)c2)cc1O (configuration not stated)	-2	6	6	-2	-1	-1	-4	i	0
COCCN(CCOC)c1nc(N)c2c(N)nc3c(c2c1C#N)CC(=O)N3Cc1ccc(Cl)cc1	-4	-2	-5	-13	0	2	-5	.	-1
O=Cc1ccc(-c2cccc(C(=O)O)c2)o1	0	15	0	-16	-3	6	-6	i	-3
COc1ccc(S(=O)(=O)NCCSCc2cccs2)cc1	-4	30	-4	5	6	10	-2	i	-11
CCn1c(SCC(=O)N(C)C2CCS(=O)(=O)C2)nnc1-c1cccs1 (configuration not stated)	0	-17	-10	-1	5	0	-5	i	-4
COC(=O)[C@@H](Cc1c[nH]c2ccccc12)NC(=O)CCC(=O)c1ccc(Br)cc1	0	8	5	10	-4	15	11	i	-2
COc1ccc(/C(C)=N/Nc2nc(C)c(C(C)=O)s2)cc1	-1	-27	-16	-12	2	20	10	i	-6
O=C(c1ccc(CSc2nc3ccncc3[nH]2)cc1)N1CCCCCC1	1	-7	0	3	-4	-1	-5	i	-3
